# Bioassay records (PubChem)
# BoNT-A LC inh2: blocks Botulinum neurotoxin A light chain protease; inhibition, % at 10 µM; 360,000 compounds, 0.17% hits; multiplex microsphere protease substrate cleavage, flow cytometry; further: plate controls were buffer without enzyme for full effect and enzyme alone for no effect
# PriA SSB inh: blocks PriA binding to SSB C-terminal tail. 430,000 compounds, 0.6% hits. inhibition, % at 33 µM. AID 1272365. AlphaScreen SSBct-PriA binding, biotinylated peptide; in the data active means inhibition mostly above about 37%, no sharp cut-off; inactive means mostly below about 20%;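 further: plate controls were negative control peptide for no effect and reference peptide for full effect; strong numbers were not always called active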
# Rv3671c inh: inhibitors of M. tuberculosis serine protease Rv3671c | inhibition, % at 5.96 µM | 320,000 compounds, 0.048% hits | AID 2606; in the data active means inhibition above about 38%;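 further: extracellular domain of Rv3671c used as enzyme; 0% = enzyme with DMSO and 100% = no enzyme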
# Target sequence (P9WHR9 whole entry, looked up, the tested form may be a part): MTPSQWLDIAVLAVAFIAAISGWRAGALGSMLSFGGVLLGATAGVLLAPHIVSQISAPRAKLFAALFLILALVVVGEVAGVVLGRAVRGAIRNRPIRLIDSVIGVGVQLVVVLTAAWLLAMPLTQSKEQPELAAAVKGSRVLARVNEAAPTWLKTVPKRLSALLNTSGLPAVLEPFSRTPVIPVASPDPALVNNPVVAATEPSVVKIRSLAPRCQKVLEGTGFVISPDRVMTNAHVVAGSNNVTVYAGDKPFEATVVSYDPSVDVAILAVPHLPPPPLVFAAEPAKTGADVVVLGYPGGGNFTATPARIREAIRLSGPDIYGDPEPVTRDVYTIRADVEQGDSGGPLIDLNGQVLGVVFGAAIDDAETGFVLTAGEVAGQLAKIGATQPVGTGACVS
# MazF activator: MazEF (E. coli) toxin RNase activation | P0AE70 | FAM/BHQ RNA-DNA oligo cleavage fluorescence, 5 h | activation, % at 20 µM | 350,000 compounds, 0.32% hits | AID 504720; in the data active means activation above about 50%
# Target sequence (P0AE70 whole entry, looked up): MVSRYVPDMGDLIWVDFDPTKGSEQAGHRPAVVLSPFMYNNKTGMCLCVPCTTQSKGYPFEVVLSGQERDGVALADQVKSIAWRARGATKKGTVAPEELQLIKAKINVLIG
# Anthrax LF prot: anthrax lethal factor protease inhibition. inhibition, % at 10 µM. P15917. 360,000 compounds, 0.12% hits. multiplex microsphere protease cleavage assay, LF; further: plate controls were buffer without enzyme for full effect and enzyme alone for no effect
# SARS 3CLpro inh: SARS-CoV 3CLpro protease inhibition. inhibition, % at 6 µM. P0C6X7. recombinant SARS-CoV 3CLpro, quenched FRET peptide cleavage. 290,000 compounds, 0.14% hits; in the data active means inhibition above about 12%
# PrPC TRFRET: inhibitors of human cell surface prion protein PrPC; P04156; TR-FRET read-out; inhibition, % at 13.8 µM; 370,000 compounds, 0.43% hits; AID 720596; in the data active means inhibition above about 24%; further: 0% = median of the test wells and 100% = reference compound wells
# CCHFV vOTU inh: blocks the CCHF virus ovarian tumor domain protease. CCHFV vOTU protease, Pep-AMC fluorescence. inhibition, % at 11.5 µM. 370,000 compounds, 0.55% hits; in the data active means inhibition above about 30%; further: 0% = vehicle wells with enzyme and 100% = no enzyme wells
# DUSP3 inh: inhibitors of human VHR1 phosphatase (DUSP3) | P51452 | recombinant VHR phosphatase, pNPP absorbance | inhibition, % at 13.3 µM | 290,000 compounds, 0.52% hits; in the data active means inhibition above about 50%; further: some compounds called inactive have numbers as strong as hits
# Target sequence (P51452 whole entry, looked up): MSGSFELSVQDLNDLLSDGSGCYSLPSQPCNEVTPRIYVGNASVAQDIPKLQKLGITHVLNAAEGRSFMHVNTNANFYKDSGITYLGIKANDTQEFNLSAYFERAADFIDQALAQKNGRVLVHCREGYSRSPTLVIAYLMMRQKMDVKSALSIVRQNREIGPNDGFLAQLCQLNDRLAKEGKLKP
# BoNT-F LC inh: blocks Botulinum neurotoxin F light chain protease; Multiplex microsphere protease cleavage assay, flow cytometry; inhibition, % at 10 µM; 360,000 compounds, 0.22% hits; in the data active means inhibition above about 35%, passing the limit was not always enough; inconclusive means no clear call, values can overlap the other calls; further: plate controls were buffer without enzyme for full effect and enzyme alone for no effect
# * hit, by the source's call; ? = inconclusive; / = no result given; & = joins results of further samples. Unless noted, no stated cut-off is given here; in the data, active means inhibition above about 30%; inconclusive means no clear call, values can overlap the other calls; inactive means below that. This is a subset, so the mix of outcomes need not match the whole.
SMILES,BoNT-A LC inh2,PriA SSB inh,Rv3671c inh,MazF activator,Anthrax LF prot,SARS 3CLpro inh,PrPC TRFRET,CCHFV vOTU inh,DUSP3 inh,BoNT-F LC inh
Cc1ccc(S(=O)(=O)NNC(=O)C2CCN(S(=O)(=O)c3ccc(C)cc3)CC2)cc1,-0.7,-5,4,-9,-2,2,-4,-11,33,12
COc1ccccc1OP(=O)(Nc1cccnc1)Oc1ccccc1OC,-0.5,-6,3,-1,-3,0,5,4,18,-6
CC(=O)Nc1ccc(NC(=O)CC2Nc3cccc4cccc(c34)NC2=O)cc1 (configuration not stated),/,-6&32,-6,-10,/,3,-5,15,6,/
C[C@@H]1O[C@H](C2CCCC2)CC2=C1C(=O)OC(C)(C)O2,0.1,/,/,/,-6,/,0,3,/,6
CC(C)N1CCN(Cc2cc(F)ccc2-n2cccn2)CC1CCO (configuration not stated),-0.9,-3,-5,6,-5,0,-8,11,44,-3
Cc1ccc(NC(=O)CCn2c(=S)oc3ccccc32)cc1,-0.2,-10,-15,-8,0,2,-2,-5,6,3
COc1ccc(N(CC(=O)NCc2ccccc2OC)S(=O)(=O)c2ccc(C)cc2)cc1Cl,-1.0,-3,-12,-5,0,8,-1,21,-2,-1
Cc1nc2c(Cl)cc(Cl)cc2[nH]1,-0.9,-30,-2,4,-4,3,1,11,19,0
COC(=O)CN1C(=O)[C@@H]2[C@H](C1=O)[C@@H]1CC(C(=O)OC)=C[C@@H](C(=O)OC)[C@@H]3C1=C(C(=O)[C@]3(C)NC(=O)c1ccccc1)[C@@H]2C,-0.3,2,0,3,-7,/,6,-1,/,0
CCc1nc(C)cn1S(=O)(=O)c1cc([N+](=O)[O-])ccc1Cl,0.5,-8,4,11,0,1,-12,-4,28,1
COc1ccc2c(C)cc(=O)[nH]c2c1,-0.4,-19,-5,4,4,2,1,12,0,-5
Cn1nc(C(F)(F)F)c2cc(C(=O)NC3CC3)sc21,-1.1,-26,-4,2,-7,-6,-1,6,10,-1
CN(C)CCN1C(=O)CCC2(C)C1=CCC1C2CCC2(C)C1CCC2(C)O (configuration not stated),-0.4,-6,/,7,1,/,-4,-2,/,-7
COc1cccc(CC2(CO)CCN(Cc3cccn3-c3cccnc3)CC2)c1,1.2,1,-8,-3,-4,1,-13,3,4,2
O=C(CCCN1C(=O)CCC1=O)Nc1ccc2c(c1)OCO2,-0.3,-11,-5,6,-4,-4,2,0,0,-4
CCc1cccc(C)c1NC(=O)CN(C)C1=NS(=O)(=O)c2ccccc21,6.3,3,3,2,-1,/,3,15,/,14
CN(Cc1cccnc1)Cc1cn(C)nc1-c1ccc(Oc2ccccc2)cc1,0.1,4,2,2,3,-2,5,-7,22,-2
CCC(C(=O)OCC(=O)N(CCOC)c1c(N)n(Cc2ccccc2)c(=O)[nH]c1=O)c1ccccc1 (configuration not stated),0.1,5,-14,2,5,2,-3,-1,32,8
COc1c(C)cccc1C(=O)Nc1ccc(N2CCOCC2)c(Cl)c1,-0.2,1,0,-5,-2,-2,3,1,-12,8
Cc1cccc(C(C#N)c2nc3ccccc3nc2C(F)(F)F)c1 (configuration not stated),0.4,-5,1,-10,0,2,0,25,/,-4
C[C@@H]1CN([C@H](C)CO)C(=O)CCCn2nncc2CO[C@H]1CN(C)C(=O)Oc1cccc2ccccc12,0.1,/,/,5,-1,/,4,-1,/,-4
CN(CC(=O)Nc1ccc(F)cc1)C(=O)c1cc(-c2ccco2)nc2ccccc12,2.4,-3,5,-9,0,/,-13,-114,/,18
O=C(CNC(=O)Cc1ccccc1)N=Nc1c(O)[nH]c2ccccc12,-2.3,-2,-7,5,1,-4,-23,9,20,-8
CC(=O)c1ccc(OCC(=O)OCC(=O)N(CC(C)C)c2c(N)n(Cc3ccccc3)c(=O)[nH]c2=O)cc1,1.3,2,/,2,-1,/,-2,7,/,4
Cc1onc(-c2ccccc2)c1C(=O)Nc1cccc2nsnc12,-0.2,-21,1,-8,-2,5,-4,-9,6,1
Cc1c(C=NNc2ccccc2)[nH]c(=O)[nH]c1=O,0.1,-5,/,-18,-8,/,-4,10,/,-2
O=C(CC1CCCCC1)NCc1nc(-c2ccccc2)no1,-1.1,-8,10,0,-8,-1,2,13,10,-12
COC(=O)c1nn(-c2ccccc2)c(Sc2ccc(Cl)cc2)c1/C=N/O,-0.5,/,-22,0,-3,0,13,1,31,7
CC(=O)NNc1nc(-c2ccccc2)c2cc(Cl)ccc2n1,0.2,/,/,4,-4,/,-12,-12,/,-2
Cc1cccc(NC(=O)C(=O)NNC(=O)c2ccc(C(C)(C)C)cc2)c1,-1.1,-7,-9,3,-2,1,1,-12,52*,0
Brc1ccc2cccnc2c1,-0.3,-10,9,-4,0,-4,-6,7,20,?
Nc1ccccc1C=C1Cc2ccccc2C1=O,0.4,-3,/,-7,4,/,-4,6,/,-4
CCCCn1c(N)c(N(CC(C)C)C(=O)c2ccc(COc3ccccc3)o2)c(=O)[nH]c1=O,-1.9,-2,4,4,0,0,3,4,14,-5
Cc1[nH]c2ccccc2c1C(=O)C(=O)N1CCN(c2ccccc2F)CC1,/,17,2,3,/,1,-3,14,8,/
CC(Oc1cccc(F)c1)C(=O)/C=C\N(C)C (configuration not stated),-1.7,-15,-10,1,-1,-2,2,11,-12,-12
C/C(=N\OC(=O)c1ccc(Cl)c(Cl)c1)c1sc(C)nc1C,0.3,/,-4,0,1,0,3,9,2,6
CCCCNc1c(-c2cccnc2)nc2nc(C)cc(C)n12,0.7,/,/,/,-6,/,0,-5,/,7
Cc1ccccc1NC(=S)N(CCCN1CCCCC1)Cc1ccco1,-1.1,19,-4,3,-4,5,-9,-3,-7,-7
CC(=O)N1c2ccccc2[C@H](C)[C@H]1C,-0.2,-11,2,7,-4,/,-1,-1,/,-6
N#Cc1cnc(NCc2ccc(Cl)cc2Cl)nc1,1.5,-13,7,4,2,-1,3,-12,/,-30
COc1cc(/C=N/n2nnnc2N)cc(Cl)c1OC,-0.6,/,6,5,3,/,-3,-11,/,?
C=CCSc1nc(C)c(Cc2cccc3ccccc23)c(=O)[nH]1,-1.1,-4,-2,0,-1,6,-1,16,12,4
CCOC(=O)c1nn(-c2ccc(OCC)cc2)c2nc(-c3cccc(OC)c3)c(C#N)c(=O)n12,1.9,-11,-10,-6,2,-6,0,-14,-2,18
COc1ccc(NC(=O)c2cc3ccccc3oc2=O)cc1,0.0,/,/,-1,4,/,-4,12,/,-6
COc1ccc(S(=O)(=O)N2CCCCCC2)cc1NC(=O)CCCOc1ccccc1,1.8,-4,4,-10,-11,/,2,-10,/,1
O=C(Nc1ccc([N+](=O)[O-])cc1)c1cccc(S(=O)(=O)Nc2ccccn2)c1,1.3,-3,8,0,1,5,-2,1,21,7
S=C1c2ccccc2CN1c1ccccc1,-1.0,-34,-3,1,1,-4,5,-5,36,-6
C/C(=N\NC(=O)C1CC1)c1cccnc1,-0.4,/,0,4,-1,-2,6,-13,2,1
COc1ccc(CCc2nc(-c3cccs3)no2)cc1,2.5,-135,5,-14,-18,0,-5,-8,-4,19
CC(C)CNC(=O)C1(C)CCCN1Cc1ccc(S(C)(=O)=O)cc1 (configuration not stated),0.1,/,/,/,-4,/,-8,7,/,-2
COCC(C)N1CCC(n2nccc2NC(=O)CCCc2ccccc2)CC1 (configuration not stated),0.5,-3,-4,1,-1,-2,7,17,15,6
Cc1noc(C)c1C(=O)Nc1nc(C23CC4CC(CC(C4)C2)C3)cs1,0.1,6,-11,6,0,2,7,4,-16,-1
Cc1cc2oc(=O)cc(CN3CCCCC3C)c2cc1C (configuration not stated),-3.7,-1,-7,9,17,-6,7,10,12,?

# Entries above that contain an aryl methoxy group:
SMILES,BoNT-A LC inh2,PriA SSB inh,Rv3671c inh,MazF activator,Anthrax LF prot,SARS 3CLpro inh,PrPC TRFRET,CCHFV vOTU inh,DUSP3 inh,BoNT-F LC inh
COc1ccccc1OP(=O)(Nc1cccnc1)Oc1ccccc1OC,-0.5,-6,3,-1,-3,0,5,4,18,-6
COc1ccc(N(CC(=O)NCc2ccccc2OC)S(=O)(=O)c2ccc(C)cc2)cc1Cl,-1.0,-3,-12,-5,0,8,-1,21,-2,-1
COc1ccc2c(C)cc(=O)[nH]c2c1,-0.4,-19,-5,4,4,2,1,12,0,-5
COc1cccc(CC2(CO)CCN(Cc3cccn3-c3cccnc3)CC2)c1,1.2,1,-8,-3,-4,1,-13,3,4,2
COc1c(C)cccc1C(=O)Nc1ccc(N2CCOCC2)c(Cl)c1,-0.2,1,0,-5,-2,-2,3,1,-12,8
COc1cc(/C=N/n2nnnc2N)cc(Cl)c1OC,-0.6,/,6,5,3,/,-3,-11,/,?
CCOC(=O)c1nn(-c2ccc(OCC)cc2)c2nc(-c3cccc(OC)c3)c(C#N)c(=O)n12,1.9,-11,-10,-6,2,-6,0,-14,-2,18
COc1ccc(NC(=O)c2cc3ccccc3oc2=O)cc1,0.0,/,/,-1,4,/,-4,12,/,-6
COc1ccc(S(=O)(=O)N2CCCCCC2)cc1NC(=O)CCCOc1ccccc1,1.8,-4,4,-10,-11,/,2,-10,/,1
COc1ccc(CCc2nc(-c3cccs3)no2)cc1,2.5,-135,5,-14,-18,0,-5,-8,-4,19

# Three entries picked at random from those above, as already listed:
SMILES,BoNT-A LC inh2,PriA SSB inh,Rv3671c inh,MazF activator,Anthrax LF prot,SARS 3CLpro inh,PrPC TRFRET,CCHFV vOTU inh,DUSP3 inh,BoNT-F LC inh
CC(C)CNC(=O)C1(C)CCCN1Cc1ccc(S(C)(=O)=O)cc1 (configuration not stated),0.1,/,/,/,-4,/,-8,7,/,-2
COc1cccc(CC2(CO)CCN(Cc3cccn3-c3cccnc3)CC2)c1,1.2,1,-8,-3,-4,1,-13,3,4,2
O=C(CC1CCCCC1)NCc1nc(-c2ccccc2)no1,-1.1,-8,10,0,-8,-1,2,13,10,-12
